Screens from PubChem.
HTR5A ag ctr = activates human HTR5A in OPRM1-OPRD1 agonist counter-screen. 340,000 compounds, 0.61% hits. P47898. HTR5A agonist assay, luminescence, cell-based. activation, % at 9.3 µM; in the data active = activation mostly above about 9.5%, no sharp cut-off; inactive = mostly below about 7.6%;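 note: 0% = cells with vehicle only and 100% = reference agonist; strong numbers were not always called active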
Target sequence (P47898 whole entry, looked up): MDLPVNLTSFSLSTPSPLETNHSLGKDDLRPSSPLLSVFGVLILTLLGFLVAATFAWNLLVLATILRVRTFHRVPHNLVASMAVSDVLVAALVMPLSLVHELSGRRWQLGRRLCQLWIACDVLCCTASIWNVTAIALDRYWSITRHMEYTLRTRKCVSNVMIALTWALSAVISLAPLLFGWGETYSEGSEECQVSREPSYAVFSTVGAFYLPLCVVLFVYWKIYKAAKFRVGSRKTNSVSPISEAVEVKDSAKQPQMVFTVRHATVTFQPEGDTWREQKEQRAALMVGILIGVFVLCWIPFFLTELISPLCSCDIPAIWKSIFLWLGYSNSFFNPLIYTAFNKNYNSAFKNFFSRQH
LANA DNA inh = inhibitors of KSHV LANA C-terminal domain DNA binding. inhibition, % at 9 µM. MBP-C-LANA/FAM-LBS DNA binding, fluorescence polarization. 340,000 compounds, 0.078% hits;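 active = highest replicate inhibition at or above 60% at 9 µM, even if other replicates fall short; inactive = all replicates below 60% inhibition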;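 note: 0% = neutral control wells and 100% = 4 µM acridine orange control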
RTF Ca sens inh = cardiac RTF calcium desensitization; P19429+P45379; IANBD-labeled cardiac RTF, Ca2+ fluorescence; inhibition, % at 7.15 µM; 340,000 compounds, 0.12% hits;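 active = inhibition above the mean inhibition of all tested compounds plus 3 SD, cut at about 17% in these data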;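 note: assay run at fixed EC70 calcium of 1.6 mM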
Keap1-Nrf2 PPI = Keap1-Nrf2 (human) interaction inhibition; AID 504523; 340,000 compounds, 0.15% hits; inhibition, % at 9.4 µM; Keap1 Kelch-Nrf2 peptide fluorescence polarization, 1536-well; Q14145; in the data active = inhibition above about 12%;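 note: human Keap1 Kelch domain with fluorescein labeled Nrf2 9mer peptide probe; 0% = neutral control wells and 100% = peptide positive control; higher means more block of Keap1 binding to Nrf2 peptide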
Target sequence (Q14145 whole entry, looked up, the tested form may be a part): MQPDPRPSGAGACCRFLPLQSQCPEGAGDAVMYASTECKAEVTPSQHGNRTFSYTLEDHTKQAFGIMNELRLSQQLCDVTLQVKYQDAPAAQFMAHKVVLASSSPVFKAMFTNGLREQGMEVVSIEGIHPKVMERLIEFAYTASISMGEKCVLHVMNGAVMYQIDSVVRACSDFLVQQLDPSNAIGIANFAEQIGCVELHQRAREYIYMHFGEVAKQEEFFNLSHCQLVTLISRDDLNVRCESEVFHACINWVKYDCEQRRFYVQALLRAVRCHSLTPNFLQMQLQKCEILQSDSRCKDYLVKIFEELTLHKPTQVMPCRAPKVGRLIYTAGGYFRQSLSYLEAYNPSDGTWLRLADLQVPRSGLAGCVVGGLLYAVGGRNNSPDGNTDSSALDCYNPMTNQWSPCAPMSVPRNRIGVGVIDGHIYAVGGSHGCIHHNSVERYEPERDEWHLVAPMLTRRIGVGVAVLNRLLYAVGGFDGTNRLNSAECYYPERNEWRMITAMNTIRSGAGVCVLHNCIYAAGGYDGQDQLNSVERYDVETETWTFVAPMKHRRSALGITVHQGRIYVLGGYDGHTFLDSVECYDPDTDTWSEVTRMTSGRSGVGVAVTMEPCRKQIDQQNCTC
RTF Ca sens act = cardiac RTF calcium sensitization | P19429+P45379 | IANBD-labeled TnC RTF fluorescence at EC20 calcium; 0% EC20 calcium, 100% full calcium | activation, % at 7.2 µM | 340,000 compounds, 0.24% hits;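 active = activation above the mean over all tested compounds plus 3 SD, cut at about 30% in these data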;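 note: rise in fluorescence read as greater calcium sensitivity of cardiac thin filaments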
V-ATPase pHluor = alters yeast V-ATPase proton transport; S. cerevisiae, pHLuorin cytosolic pH fluorescence; response, % at 10 µM; 350,000 compounds, 0.37% hits; in the data active = response mostly above about 7.3%, no sharp cut-off; inactive = mostly below about 5.4%; note: actives read high; inactives centre near 0; some compounds called inactive have numbers as strong as hits; reference of the scale not given here
OPRM1-OPRD1 inv = inverse agonist of human OPRM1-OPRD1 heterodimerization. P35372+P41143. AID 504357. cell-based MOR-DOR heterodimer luminescence, inverse agonism. 340,000 compounds, 0.21% hits. inhibition, % at 9.3 µM; in the data active = inhibition above about 22%, passing the limit was not always enough;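 note: 0% = cells with DMSO and 100% = wells without cells with DMSO; values of inactives mirror those of a sister screen read the other way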
MOR-DOR ag = agonists of human mu-delta opioid receptor heterodimerization. activation, % at 9.3 µM. AID 504326. P35372+P41143. 340,000 compounds, 0.3% hits. cells, OPRM1-OPRD1 heterodimerization, luminescence; in the data active = activation above about 18%;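 note: 0% = vehicle-treated cells and 100% = reference agonist; values of inactives mirror those of a sister screen read the other way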
HTR5A inv ag = HTR5A inverse agonism, opioid heterodimer counter-screen; 340,000 compounds, 0.083% hits; HTR5A cell line, luminescence; inhibition, % at 9.3 µM; P47898; in the data active = inhibition mostly above about 23%, no sharp cut-off; inactive = mostly below about 18%;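 note: 0% = cells with DMSO and 100% = no-cell wells with DMSO; some compounds called inactive have numbers as strong as hits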
CAL PDZ FP = CAL PDZ (human) peptide binding inhibition; Q9HD26; purified CAL PDZ, TMR-peptide fluorescence polarization, 1 h; inhibition, % at 24.9 µM; 300,000 compounds, 0.92% hits; AID 602252;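 active = mean inhibition of at least 30% with at least half of replicates also reaching 30%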;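 note: 0% = DMSO neutral control and 100% = excess unlabeled competitor peptide PRC23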
* = called active by the depositor; x = not tested or not shown. Outcome played no part in choosing rows; 2.8% or so of the library scored in one or more.

SMILES	HTR5A ag ctr	LANA DNA inh	RTF Ca sens inh	Keap1-Nrf2 PPI	RTF Ca sens act	V-ATPase pHluor	OPRM1-OPRD1 inv	MOR-DOR ag	HTR5A inv ag	CAL PDZ FP
O=C(Nc1ccc2c(c1)CCC2)C1CCN(c2c3c(nc4ncnn24)CCC3)CC1	3	-0.9	-1	-4	-5	4	-2	0.3	11	-2
COc1ccc(Oc2c(C)nc(SCC(=O)c3ccc(Cl)cc3)[nH]c2=O)cc1	2	-0.5	0	1	-2	2	16	-3.0	0	-7
Cc1ccccc1C(=O)NNC(=O)CCC(=O)Nc1cccc(Cl)c1C	7	1.1	-15	-4	-3	-2	-7	1.2	-25	-4
CCCCn1c(N)c(N(CCC(C)C)C(=O)c2ccc(COc3ccccc3)o2)c(=O)[nH]c1=O	5	-2.0	-18	0	-1	-1	-23	3.6	-1	-15
COC(=O)c1c(NC(=O)c2ccccc2)sc2c1CC(C)(C)NC2(C)C	2	0.8	-12	1	3	-2	-3	0.6	-5	x
CC(C)c1ccc(CNC(=O)C(=O)NCCCn2ccnc2)cc1	3	2.4	-5	1	3	-4	15	-3.1	-9	3
Cc1cc(C)c2nc(N(CCCN(C)C)C(=O)C3=COCCO3)sc2c1	-2	-0.7	-6	5	-8	14	3	-0.7	14	-3
OC(CN1C2=NCCCN2c2ccccc21)c1ccc2c(c1)OCO2 (stereo not drawn)	-1	0.9	4	1	-7	1	5	-0.9	5	-2
CCn1c(COc2ccc(C)cc2)nnc1SCC(=O)Nc1ccc2c(c1)OCCO2	-11	-1.4	4	-9	-1	-4	-9	1.6	19	4
O=C(CCCN1C(=O)C(c2ccccc2)Oc2cccnc21)NCc1ccccc1Cl (stereo not drawn)	1	0.6	-8	-1	-6	-2	2	-0.5	-4	0
Cc1ccc(C)c(NC(=O)NC2CCCCCCC2)c1	2	0.4	2	0	1	-4	-2	0.4	-16	-3
Cc1cc(C)n(-c2nnc(N3CCN(c4ccccc4)CC3)nn2)n1	4	0.4	-2	-4	-4	1	-5	0.9	-12	-2
CCN(CC)S(=O)(=O)c1cc(NC(=O)c2ccc(-n3cncn3)c([N+](=O)[O-])c2)ccc1C	6	-0.9	-2	-3	6	-3	-23	4.3	13	-3
O=C(Nc1cccnc1)c1cc(-c2ccco2)on1	2	0.8	-6	0	-1	0	-5	0.9	24	x
C/C(Cn1cnc([N+](=O)[O-])n1)=N\NC(=O)c1ccncc1	2	-2.1	-18	-2	2	-1	-4	0.7	11	-2
COc1ccc(CCN/C=C2/CC(=O)NC2=O)cc1OC	2	0.6	0	0	-7	8	11	-2.1	15	1
CCN(CCn1cccn1)C(=O)C1CCC(=O)N(CCc2cccc(F)c2)C1 (stereo not drawn)	2	0.8	-6	-1	0	-4	0	0.1	-16	1
CC(=O)c1ccc(NC(=S)N2CCC(Cc3ccccc3)CC2)cc1	-7	-31	-1	-1	1	4	-26	5.0	4	x
Cc1ccc(C(O)(CCN2CCCCC2)c2ccccc2)cc1 (stereo not drawn)	-1	-0.2	-2	0	2	2	14	-3.0	5	-4
Cc1ccc(C(=O)CSC2=C(C#N)C(c3ccco3)C3=C(CC(C)(C)CC3=O)N2)cc1 (stereo not drawn)	-1	1.2	-9	-7	1	1	7	-1.2	16	1
Cc1cc(C)n2nc(C(=O)Nc3cccc(S(=O)(=O)N4CCCC4)c3)nc2n1	3	-0.3	-8	-2	-5	0	12	-2.4	1	1
CC1CCN(S(=O)(=O)c2ccc3c(c2)N(CC(=O)NCCCN2CCCC(C)C2)C(=O)CO3)CC1 (stereo not drawn)	2	-1.3	-14	-7	2	1	-2	0.3	-9	-2
Cc1ccc(-c2c[n+](CC(=O)N3c4ccccc4Sc4ccccc43)c3n2CCC3)cc1	1	-1.0	-6	3	-10	2	13	-2.4	-13	-1
CCOC(=O)c1c(C)[nH]c(C(=O)COC(=O)c2ccc(O)cc2O)c1C	3	0.4	-1	-7	-2	1	-28	5.1	-9	-6
O=C(NCCc1ccc(Cl)cc1)c1ccc(S(=O)(=O)N2CCCC2)cc1	-2	-0.3	-5	0	8	1	8	-1.5	5	-1
COc1cccc(C(=O)N2CCC(CCC(=O)Nc3cccc(C)c3)CC2)c1	8	-1.3	-4	-7	-1	2	5	-0.9	-4	-4
O=C(CSc1nnc(-c2ccccc2Cl)n1Cc1ccco1)Nc1ccc2c(c1)OCCO2	-4	0.7	-6	-1	-2	-3	4	-0.8	10	0
CC1(C)CC(NC(=O)C2CCN(S(=O)(=O)c3ccc(Cl)c(C(F)(F)F)c3)CC2)CC(C)(C)N1	0	-1.9	5	-1	0	1	12	-2.9	8	58*
COc1ccccc1OCC(=O)NC1CCCCCCC1	-3	-0.8	-8	-9	0	-4	8	-1.9	9	-3
Cc1nc(N2CCN(C)CC2)c2c(C)c(C(=O)Nc3ccc(C)c(F)c3)sc2n1	-1	0.7	-10	-2	-4	-3	-15	2.7	-15	-1
c1ccc(CN2CCC3(CC2)Nc2ccccc2S3)cc1	x	24	-1	-2	0	7	x	x	x	x
Cc1ccc(N2C(=S)NC3c4cc(Cl)ccc4OC2(C)C3C(=O)N(C)C)cc1 (stereo not drawn)	-2	2.7	7	1	3	3	8	-1.8	4	4
Cc1cc(C)cc(N=C2NC(=O)CS2)c1	5	0.7	-5	3	1	-2	14	-2.8	-18	-7
CC1CCCCN1C(=O)CSc1nnc(-c2ccco2)n1C (stereo not drawn)	4	-0.1	2	-2	0	0	13	-2.4	-12	2
Cc1cccc(NC(=O)CSCc2cc(=O)n3c(C)csc3n2)c1C	-1	0.1	-4	-2	3	4	-5	0.8	-1	-4
Cc1cccc(-n2ncc3c(N4CCC5(CC4)OCCO5)ncnc32)c1	9	0.5	-2	2	4	4	4	-0.7	-25	-6
CCc1nnc(NC=C2C(=O)OC(C)(C)OC2=O)s1	0	-0.4	-1	3	5	0	20	-3.5	-7	-2
CCOc1ccc(S(=O)(=O)N2CCN(C(=O)c3sccc3C)CC2)cc1	-3	0.1	-3	-7	-1	0	7	-1.3	0	-2
Cc1cc(C)n2nc(SCC(=O)N3CCOCC3)nc2n1	5	0.8	1	-4	-2	-5	3	-0.7	1	-2
Cc1cccc(CSCCNC(=O)Nc2ccccc2)c1	-1	-1.2	-22	-7	9	3	-17	3.3	3	-2
COc1cccc(N2CC(NS(=O)(=O)c3cccs3)CC2=O)c1 (stereo not drawn)	-2	-0.3	10	-3	5	-6	15	-3.1	4	x
CCN1CCN(CC(=O)NC2CCCCC2)C(=O)C1=O	-2	0.1	1	0	-6	-1	13	-2.2	5	x
CCCCC(CC)C1OCC(CN2CCCCC2)O1 (stereo not drawn)	12	5.0	-10	7	0	-1	16	-3.2	-31	8
c1ccc(-c2nc3nonc3nc2-c2ccccc2)cc1	3	0.2	-5	0	1	7	-86	17	-35	-2
O=C(COC(=O)c1ccc(Cl)c(S(=O)(=O)N2CCCC2)c1)NCc1cccs1	-5	-0.7	-3	-3	4	9	-1	0.2	3	-3
CC1=[N+]([O-])C(N2CCOCC2)C(O)(c2ccccc2)C1 (stereo not drawn)	2	0.6	-1	-3	0	-1	10	-1.8	-9	-2
O=C(CSc1ncnc2c1nnn2Cc1ccc(F)cc1)NCC1CCCO1 (stereo not drawn)	6	-1.9	0	-3	1	1	0	-0.1	-15	-1
CC(C)c1ccccc1NC(=O)CCCC(=O)O	2	0.3	0	1	4	-3	17	-3.5	-5	-2
Cc1ccc(C(C)C)c(OCC(O)CN(C)Cc2ccccc2)c1 (stereo not drawn)	12*	-0.5	-1	5	6	-1	-25	5.6	-44	-4
COc1ccccc1NC(=O)c1cc[n+](C)cc1	3	0.4	1	-3	4	-1	11	-2.1	5	-8
COc1ccc(/C=C(\NC(=O)c2cccs2)C(=O)N2CCOCC2)cc1OC	-2	-0.9	-5	0	-1	2	16	-2.7	6	0
COc1cccc(N2CCN(c3nc(C)c(C)c(=O)[nH]3)CC2)c1	8	1.5	-1	-4	2	-2	-3	0.5	-23	-4
CC1=NN(c2nc(-c3ccc(Cl)cc3)cs2)C(=O)C1	1	1.2	0	4	-6	1	14	-2.2	1	7
Cc1ccc(S(=O)(=O)N2CCC3(CC2)OCCO3)cc1	0	-0.8	2	-1	-3	1	15	-2.1	15	x
Cc1nn(CC(=O)Nc2ccc3c(c2)nc(CN2CCCC2)n3C)c(=O)c2ccccc12	5	-1.3	1	-2	0	2	13	-2.2	-1	-3
CCCCNc1nc2c(c(=O)[nH]c(=O)n2C)n1CCOc1ccccc1	5	0.9	-4	-5	-3	-4	6	-1.2	1	2
Nc1cc(=O)[nH]c(SCCOc2ccccc2)n1	-1	1.1	-9	-2	1	-2	6	-1.1	3	2
COC(=O)Nc1ccc(S(=O)(=O)Nc2ccc(C(=O)O)cc2)cc1	4	0.4	-2	-2	-2	-2	4	-0.7	3	-7
O=C(O)[C@H](CO)Nc1ncnc2sc3c(c12)CCC3	14	0.6	-6	-6	-7	3	-21	3.7	-36	-3
CC1(C)CC(=O)c2cc(OCC(=O)NCCCN3CCN(c4ccccc4F)CC3)ccc2O1	2	2.9	-1	0	0	-1	3	-0.6	-7	-3
Further compounds
SMILES	HTR5A ag ctr	LANA DNA inh	RTF Ca sens inh	Keap1-Nrf2 PPI	RTF Ca sens act	V-ATPase pHluor	OPRM1-OPRD1 inv	MOR-DOR ag	HTR5A inv ag	CAL PDZ FP
CCn1nnnc1SCC(=O)Nc1sc(C)c(C)c1C#N	0	-0.7	3	-3	1	0	13	-2.2	1	-3
OCc1csc(=Nc2ccccc2)n1-c1ccccc1	-2	-0.5	-4	-8	13	-3	3	-0.5	-3	-1
O=C1NNC(=O)C2C3C=CC(C4CC34)C12 (stereo not drawn)	0	-0.4	-5	2	0	2	12	-2.1	-6	1
CS(=O)(=O)N(CC(=O)O)c1ccc2c(c1)OCO2	0	-1.0	-16	1	-4	-1	6	-1.4	4	2
COC(=O)c1ccccc1S(=O)(=O)NNC(=O)C1COc2ccccc2O1 (stereo not drawn)	1	0.1	13	-6	2	-3	-5	0.9	-4	-3
CC(C)CC(=O)NCCCCc1ccccc1	-3	0.3	-18	1	-7	-6	11	-2.1	10	-5
Cc1nn(-c2ccccc2)c2c1C(c1cccs1)C(C#N)=C(N)O2 (stereo not drawn)	-5	1.0	-10	-1	-1	0	3	-0.5	14	10
O=[N+]([O-])c1ccc(-[n+]2ccc3ccccc3c2)c([N+](=O)[O-])c1	-4	-0.3	-9	3	0	-2	-36	6.5	10	0
Cc1csc(NC(=O)c2cc(-c3ccco3)nc3ccccc23)n1	-4	-0.2	-7	-2	0	1	1	-0.3	12	-5
Cc1c(NC2=NC3(CCCCC3)Cc3ccccc32)c(=O)n(C)n1-c1ccccc1	-2	-3.3	-10	-4	-4	2	17	-3.2	-1	-1

Structural class: the compounds so far containing a nitro group on carbon.
SMILES	HTR5A ag ctr	LANA DNA inh	RTF Ca sens inh	Keap1-Nrf2 PPI	RTF Ca sens act	V-ATPase pHluor	OPRM1-OPRD1 inv	MOR-DOR ag	HTR5A inv ag	CAL PDZ FP
CCN(CC)S(=O)(=O)c1cc(NC(=O)c2ccc(-n3cncn3)c([N+](=O)[O-])c2)ccc1C	6	-0.9	-2	-3	6	-3	-23	4.3	13	-3
C/C(Cn1cnc([N+](=O)[O-])n1)=N\NC(=O)c1ccncc1	2	-2.1	-18	-2	2	-1	-4	0.7	11	-2
O=[N+]([O-])c1ccc(-[n+]2ccc3ccccc3c2)c([N+](=O)[O-])c1	-4	-0.3	-9	3	0	-2	-36	6.5	10	0
